# H9c2 TAG inh: inhibitors of triacylglycerol accumulation. H9c2 cells, Nile Red lipid (TAG) fluorescence; cells loaded with 200 µM oleic acid. inhibition, % at 12.5 µM. 0.66% of 230,000 active. AID 651582;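 active = pattern-corrected inhibition of lipid staining of at least 50% with the nuclear-stain viability signal not falling by more than 50%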;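 note: 0% = DMSO wells and 100% = triacsin C control wells; some results filed as inactive read as strong as hits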
# H9c2 TAG inh DAPI viability: further read-out of H9c2 TAG inh, marked with its call; DAPI nuclei signal change (viability), lower = more cytotoxic, %;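 whole-well DAPI fluorescence read on a plate reader as a viability signal; minus 50 percent equals half of cells still viable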
# * = called active by the depositor. An excerpt. The share of hits here may be higher or lower than overall.
SMILES	H9c2 TAG inh	H9c2 TAG inh DAPI viability
COc1ccc2[nH]c(=O)c(CN(Cc3ccco3)C(=O)c3ccccc3)cc2c1	-11	3
CCOC(=O)c1cnc(-c2ccccc2)nc1-c1ccccc1	-1	18
O=C(C1CCC1)N1CCc2cc(S(=O)(=O)N3CCN(c4ccccn4)CC3)ccc21	-39	2
O=C(O)COc1ccccc1/C=C1\SC(=Nc2ccc(F)cc2)N(c2ccc(F)cc2)C1=O	10	-14
CCOc1ccc(OCC)c(NC(=O)C2CCCN(S(=O)(=O)c3c(C)noc3C)C2)c1 (stereo not given)	8	1
O=[N+]([O-])c1ccc(N/N=C2/CCCCC2c2ccccn2)c([N+](=O)[O-])c1 (stereo not given)	9	-8
CCN(c1ccccc1)S(=O)(=O)c1cccc(C(=O)NCc2ccccn2)c1	5	-8
Cc1c(C(=O)NC(C)c2ccccc2)c(-c2ccccc2)nn1-c1ccccc1 (stereo not given)	7	-10
CN(CC(=O)NCCc1ccc(S(N)(=O)=O)cc1)CC(=O)Nc1ccc(Cl)cc1	-32	6
O=S(=O)(Nc1cccc(-c2nnco2)c1)c1ccc(Cl)cc1	-2	4
Cc1ccc(C)c(S(=O)(=O)N2CCCOC2CNC(=O)C(=O)NCCc2ccco2)c1 (stereo not given)	-1	4
Cc1ccc2c(c1)cc(C(=O)N1CCN(c3ccccn3)CC1)n2C	5	-9
CCn1nc(C)c(Oc2ccccc2O)c1C	5	-18
CCc1cc2cc(C)c(C)cc2nc1SCC(=O)Nc1cc(C)on1	-8	-7
CN(CC(=O)Nc1ccc(Cl)c(C(F)(F)F)c1)C(=O)C1CSC2(C)CCC(=O)N12 (stereo not given)	-22	6
CC1(C)CC(=O)C(C=NCCN2CCN(C(=O)C34CC5CC(CC(C5)C3)C4)CC2)=C(O)C1	8	-2
COc1ccc(NC(=O)C2Cc3c(-c4ccccc4Oc4ccccc4)ccnc3O2)cc1 (stereo not given)	-19	16
O=C(C[C@@H]1C/C=C\CC[C@H](Cc2ccc(F)cc2)C(=O)OC[C@@H]2CCCN2C1=O)NCCO	10	-5
COC(=O)c1cc(C)c(C)cc1NC1OC(CO)C(O)C1O (stereo not given)	9	4
c1ccc2c(c1)CCOC2CNCCCN1CCCCC1 (stereo not given)	20	-3

# Next section:
SMILES	H9c2 TAG inh	H9c2 TAG inh DAPI viability
CCn1c(C)cc(C(=O)COC(=O)c2ccccc2[N+](=O)[O-])c1C	5	-3
CCOC(=O)c1cc2c(nc1NC(=S)Nc1ccccc1)CC(C)(C)OC2	-15	7
O=C(COc1ccccc1)Nc1nc(-c2cccnc2)cs1	-20	8
O=C1C=CC(=Nc2cccc3c2C(=O)c2ccccc2-3)O1	-2	2
Cc1ccccc1NC(=O)CCCN1C(=O)C2CC=CCC2C1=O (stereo not given)	-2	2
Cc1ccccc1Cn1c2ccccc2c2cnn(CC(=O)N3CCN(c4ccccc4)CC3)c(=O)c21	11	-7
Cc1ccc(S(=O)(=O)NCc2c(Cl)cccc2Oc2ccccc2)cc1	-48	2
O=S(=O)(c1ccc(Cl)cc1)N(CCCN1CCOCC1)Cc1cccs1	1	10
Nc1nc(Nc2ccccc2)nc(NCCO)c1[N+](=O)[O-]	11	-9
O=C(O)c1ccc2c(c1)C(=O)N(c1cc(C(=O)O)ccc1Br)C2=O	-12	2
Cc1nc(-c2ccc(F)cc2)c(CC(=O)N2CCN(S(=O)(=O)c3ccccc3Br)CC2)s1	-5	0
O=C(/C=C/c1ccccc1)Nc1cccc(S(=O)(=O)Nc2ccccc2F)c1	-5	5
Clc1ccccc1Nc1nc2ccccc2o1	7	3
COc1ccc(NC(=O)CC2C(=O)N(C)C(=S)N2CCc2ccccc2F)cc1 (stereo not given)	3	-6
Cc1cc(C)c2c(=O)[nH]c(SCc3ccc([N+](=O)[O-])cc3)nc2n1	3	0
O=C1N/C(=N/N=C/c2ccc(O)cc2)SC1Cc1ccccc1 (stereo not given)	-1	5
O=C(CSc1nnc2ccc(-c3ccncc3)nn12)Nc1ccc(F)cc1	17	0
COc1cc(C)nc(OCCNC(=O)COc2ccc(Cl)cc2Cl)n1	10	-10
C=CCN1c2ccccc2[C@]23C[C@@H](C(=O)OC)N(C(=O)NCCC)C2=NC(C(=O)OC)=C(C(=O)OC)[C@H]13	23	-11
Cc1ccc(NC(=O)COC(=O)Cn2cnc3c2c(=O)n(C)c(=O)n3C)cc1F	3	3

# (more compounds)
SMILES	H9c2 TAG inh	H9c2 TAG inh DAPI viability
COc1ccccc1Nc1nc(NCCC(C)C)nc(N)c1[N+](=O)[O-]	-23	0
CCOC(=O)C1(C)CCN1C(=O)c1cccc(OC(F)(F)F)c1 (stereo not given)	-14	10
O=[N+]([O-])c1ccc2oc(-c3ccccc3)nc2c1	-11	16
O=C(CCS(=O)(=O)c1cccc2nonc12)N1CCCc2ccccc21	16	-2
CC1(C(=O)NS(=O)(=O)c2ccccc2)CCN1C(=O)Cc1cccc2ccccc12 (stereo not given)	-14	2
CCn1cc(C(=O)NCc2cccnc2)c2cc(OC)c(OC)cc2c1=O	8	1
Cn1c(N)c(C(=O)COC(=O)Cc2ccc(Cl)c(Cl)c2)c(=O)n(C)c1=O	18	-1
Cc1c(NC2=NC3(CCCCC3)Cc3ccccc32)c(=O)n(C)n1-c1ccccc1	7	4
Cc1csc(NC(=O)CCn2c(=O)sc3ccccc32)n1	23	-3
O=C(Nc1nccs1)c1ccc(COc2ccccc2)o1	-3	3
CCOc1cc(C(=O)N2CCC(CC3CC(c4ccccc4)=NO3)(C(=O)NCc3ccc(OC)cc3)CC2)cc(OCC)c1OCC (stereo not given)	1	-3
Oc1ccc2ccccc2c1CN1CCCC1	3	-1
Nc1nc(SCC(=O)Nc2cc(C(F)(F)F)ccc2Cl)[nH]c(=O)c1NC(=O)c1ccco1	10	-7
CSc1nc(C)c(Cc2c(F)cccc2Cl)c(=O)[nH]1	5	-1
Nc1cc(=O)[nH]c(SCCOc2ccccc2)n1	4	0
CCC1(C)Cc2c(c(=O)n(-c3ccccc3)c3ncnc(N)c23)CO1 (stereo not given)	-11	6
Cc1cc(-c2ccco2)n(CC(=O)NCc2ccccc2)n1	-6	5
CCN(CC)C(=O)c1[nH]cnc1C(=O)N[C@@H](C)c1ccccc1	1	-3
O=C(COC(=O)c1cccc(OC(F)F)c1)NCC1CCCO1 (stereo not given)	1	0
CCc1nnc(NC(=O)c2ccc(S(=O)(=O)N3CCc4ccccc4C3)cc2)s1	-1	-4

# Individual results from above.
# O=S(=O)(Nc1cccc(-c2nnco2)c1)c1ccc(Cl)cc1 in H9c2 TAG inh shows -2
# Cc1nc(-c2ccc(F)cc2)c(CC(=O)N2CCN(S(=O)(=O)c3ccccc3Br)CC2)s1 in H9c2 TAG inh DAPI viability shows 0
# CSc1nc(C)c(Cc2c(F)cccc2Cl)c(=O)[nH]1 in H9c2 TAG inh shows 5
# O=C(C1CCC1)N1CCc2cc(S(=O)(=O)N3CCN(c4ccccn4)CC3)ccc21 in H9c2 TAG inh DAPI viability shows 2

# (further entries)
SMILES	H9c2 TAG inh	H9c2 TAG inh DAPI viability
Cc1ccc(CNC(=O)Nc2nnc([C@@H]3C[C@H](O)[C@@H](CO)O3)s2)cc1	5	1
COc1ccc(NS(=O)(=O)c2ccc(OC)c(NC(=O)CNC(=O)c3ccc(OC)cc3)c2)cc1	0	12
O=C(CSc1cccc[n+]1[O-])Nc1ccc(Cl)cc1F	-19	-2
O=C(Cn1cc([N+](=O)[O-])ccc1=O)N1CCc2ccccc2C1	-10	3
Cc1cc(Cl)ccc1OCCCC(=O)NO	-7	-3
O=C1c2ccccc2-c2n[nH]c(=O)c3ccc(N4CCCCC4)c1c23	11	3
COc1ccc(F)c(CN2CCC(CO)(Cc3cccc(C(F)(F)F)c3)CC2)c1	-4	-2
CCn1c(SCC(=O)N/N=C/c2c[nH]c3ccccc23)nnc1-c1ccc(Cl)cc1	-8	14
CC(C)Cc1nnc(NC(=O)C2CCN(C(=O)c3ccc(Cl)cc3)CC2)s1	13	-2
CCC(Sc1nc(C)cc(C)n1)C(=O)Nc1nccs1 (stereo not given)	3	2
COc1ccc(NC(=O)CN2C(=O)NC(C)(c3ccc4c(c3)OCCO4)C2=O)cc1S(N)(=O)=O (stereo not given)	2	-1
Cc1noc(C)c1COc1ccccc1C(=O)NC(C)c1ccc(Cl)cc1 (stereo not given)	-4	-9
CCOc1ccc(CN(C)CC(=O)Nc2cccc(C)c2)cc1OC	-25	12
CCOC(=O)c1c(C2CC2)csc1NC(=O)CSCc1c(C)noc1C	3	-4
Oc1ccc(C(c2nnnn2C2CCCC2)N2CCc3ccccc3C2)cc1 (stereo not given)	-10	-18
CC(C)(C)NC(=O)C(c1cccs1)N(Cc1cccs1)C(=O)c1csnn1 (stereo not given)	3	2
Cc1nc(-c2ccc(S(=O)(=O)N3CCN(CCc4ccccc4)CC3)s2)cs1	0	5
COc1ccc(Nc2nc(N3CCCC3)nc(N3CCOCC3)n2)cc1	15	-1
O=C1[C@H]2[C@@H](c3ccc(F)cc3)N3C(=O)N(c4ccc(Br)cc4)C(=O)[C@@]3(Cc3ccccc3)[C@H]2C(=O)N1C1CCCCC1	35	5
COC(=O)N/N=C/c1cn(Cc2ccc(F)cc2)c2ccccc12	-18	3

# Structures above with a COOH group:
SMILES	H9c2 TAG inh	H9c2 TAG inh DAPI viability
O=C(O)COc1ccccc1/C=C1\SC(=Nc2ccc(F)cc2)N(c2ccc(F)cc2)C1=O	10	-14
O=C(O)c1ccc2c(c1)C(=O)N(c1cc(C(=O)O)ccc1Br)C2=O	-12	2

# Next section.
SMILES	H9c2 TAG inh	H9c2 TAG inh DAPI viability
Cn1cc([N+](=O)[O-])c(C(=O)Nc2nccs2)n1	42	-35
COc1ccc(Nc2cc(C)c3ccc(O)cc3n2)cc1	-8	18
Cc1ccc(C2SCC(=O)N2Cc2cn3ccsc3n2)o1 (stereo not given)	-9	0
CN(C)c1nc(Oc2ccc(=O)[nH]n2)nc(N2CCCCC2)n1	20	-15
CSc1ncc(Sc2ccccc2)c(C(=O)O)n1	13	-8
O=C(c1ccc(Cl)cc1)c1ccc(Oc2cc(NN3CCCCC3)c([N+](=O)[O-])cc2[N+](=O)[O-])cc1	36	5
CC(=O)N(CCc1ccccc1)c1ccc2c(c1)C1CC2CCN1C(=O)OCc1ccccc1 (stereo not given)	-10	-14
CN1C(=O)N(C)C2(c3ccccc3)NNC(N)=NC12c1ccccc1 (stereo not given)	2	-10
Cc1cc2cc(CCNC(=O)c3ccc(S(=O)(=O)N4CCCC4)cc3)c(=O)[nH]c2cc1C	4	4
CCCCCCN1C[C@H](n2cc(-c3ccc(F)cc3)nn2)[C@@H](O)C[C@@H]1c1ccc(OC)cc1	-14	4
CCOC(=O)CC(NC(=O)Cc1ccc(F)cc1)c1ccccc1Cl (stereo not given)	-6	-5
COc1ccc2cc(C3CC(c4ccco4)=NN3S(C)(=O)=O)c(Cl)nc2c1 (stereo not given)	-10	3
COc1ccc(C(=O)NC(C)CCn2cccn2)cc1OC1CCN(C(C)C)CC1 (stereo not given)	1	2
COc1ccc(-c2nn(C)c(=O)c3ccccc23)cc1CNC(=O)c1ccco1	10	1
CC1CC(NC(=O)CCn2c(=O)oc3ccccc32)CC(C)(C)C1 (stereo not given)	4	-1
COC(=O)c1nn(-c2nc(-c3ccc(OC)c(OC)c3)cc(C(F)(F)F)n2)cc1[N+](=O)[O-]	-7	6
CCCCn1c(N)c(N(CCOC)C(=O)c2cc(-c3ccccc3Cl)nc3ccccc23)c(=O)[nH]c1=O	2	-5
COC(=O)NC1(C(F)(F)F)C(=O)NC(C)=C1C(=O)OC (stereo not given)	-8	-1
CC(=O)n1cc(N(C(=O)CCl)c2ccccc2)c2ccccc21	65*	-14*
Cc1ccc(NS(=O)(=O)c2ccc(C(=O)NCC(c3ccco3)N(C)C)cc2)cc1 (stereo not given)	-16	9

# (list continues)
SMILES	H9c2 TAG inh	H9c2 TAG inh DAPI viability
CCN/C=C(\C#N)S(=O)(=O)c1ccc(Br)cc1	6	-7
COC(=O)C1=C(CSc2nc3ccccc3s2)NC(=O)NC1c1ccc(F)cc1 (stereo not given)	12	-18
Cc1nnc(SCC(=O)NCc2ccc(F)cc2)[nH]c1=O	2	-1
Cc1ccc(C(=O)N[C@H](C(=O)OCC(=O)Nc2cccc(S(N)(=O)=O)c2)C(C)C)cc1	6	-10
COc1ccc(NS(=O)(=O)c2ccc(N3CCCCC3)c(N)c2)cc1	-25	-7
CCc1noc(C)c1C(=O)N(CC(C)C)c1c(N)n(Cc2ccccc2)c(=O)[nH]c1=O	10	-8
Cc1cnc(C(=O)Nc2ccccc2C(=O)N2CCOCC2)cn1	4	2
Cc1cc(-c2onc(C)c2C(=O)Nc2ccc(C(F)(F)F)cc2)no1	-1	3
O=S(=O)(c1ccc(N2CCOCC2)nc1)N(Cc1ccccn1)Cc1ccccn1	3	-14
O=C(Nc1ccccc1C(=O)NC(Cc1ccccc1)C(=O)NC1CCCCCC1)c1ccccc1 (stereo not given)	50	-2
CCOC(=O)N1CCN(C(=O)c2ccc(S(=O)(=O)NCc3ccco3)cc2)CC1	-20	3
COc1cc(NS(=O)(=O)c2ccc(NC(=S)NC(C)=O)cc2)nc(OC)n1	7	-1
COCCCNC(=O)c1ccc(NS(C)(=O)=O)cc1	7	-4
CCCS(=O)(=O)NC(=O)C1(C)CCCN(C(=O)c2cc(F)cc(F)c2)C1 (stereo not given)	0	-1
O=C(NCc1ccccc1)c1ccc2c(c1)OCCO2	-11	-3
O=C(N[C@H]1CCC(=O)N([C@H](CSc2ccccc2)Cc2ccccc2)CC1)OCc1ccccc1	0	-15
CCOC(=O)CN1C(=O)C2(OCCCO2)c2cc(Br)ccc21	2	-5

# Retrieved one by one from the entries so far (three):
SMILES	H9c2 TAG inh	H9c2 TAG inh DAPI viability
Cc1cc(-c2onc(C)c2C(=O)Nc2ccc(C(F)(F)F)cc2)no1	-1	3
CCN/C=C(\C#N)S(=O)(=O)c1ccc(Br)cc1	6	-7
O=S(=O)(c1ccc(N2CCOCC2)nc1)N(Cc1ccccn1)Cc1ccccn1	3	-14

# High-throughput results from PubChem.
